# SUMO Mot1 rescue – SUMOylation pathway inhibition by Mot1-301 growth rescue; growth rescue, % at 18.8 µM; S. cerevisiae Mot1-301 growth rescue, ATP luminescence, 38.5C; percent above DMSO median, 100 means doubled; hit rate 1% among 320,000; AID 2716;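 active = every valid replicate shows activation above 250% relative to neutral control wells; inactive = the rest, any valid replicate at or below 250%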;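 note: OY570 slx delta 5 strain wells were the positive control but not used for scaling; some compounds called inactive have numbers as strong as hits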
# Pemphigus Ab inh – blocks pemphigus antibody binding to human desmoglein-3; DSG3-coupled beads, scFv-anti-DSG3-GFP binding, flow cytometry; stronger effect = lower value; binding (percent of control), % at 10 µM; P32926; hit rate 0.48% among 310,000; AID 588358;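 active = binding more than 3 SD below its plate's average and above zero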; note: some compounds called inactive have numbers as strong as hits
# PKA-R1A act – activates the PKA-R1A holoenzyme complex; activation, % at 11.4 µM; hit rate 0.083% among 340,000; PKA-R1A dissociation, Cy5-IP20 fluorescence polarization; scaled: DMSO 0%, 113 µM cGMP 100%; P00514+P68181;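 active = percent activation above the mean of all tested compounds plus 3 SD, cut at about 19% in these data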;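 note: higher means more PKAc released from R1A so a rise in polarization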
# Ecoli viability – counter-screen for AddAB inhibitors: E. coli growth inhibition | E. coli V3065 growth, OD600 absorbance, 18 h | inhibition, % at 11.9 µM | hit rate 0.27% among 330,000;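 active = inhibition above the campaign's mean inhibition across all tested compounds plus 3 SD, cut at about 9.9% in these data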;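 note: uninfected addAB+ strain grown without phage in ampicillin broth; 0% = DMSO wells and 100% = ciprofloxacin 0.95 µg/ml wells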
# MOR-DOR ag – OPRM1-OPRD1 heterodimerization agonism; cells, luminescence; activation, % at 9.3 µM; hit rate 0.3% among 340,000; AID 504326; in the data active = activation above about 18%;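 note: 0% = vehicle-treated cells and 100% = reference agonist; values of inactives mirror those of a sister screen read the other way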
# AddAB inh – less growth of phage-infected E. coli with AddAB; E. coli expressing H. pylori AddAB, absorbance growth; inhibition, % at 11.9 µM; hit rate 0.29% among 330,000; AID 435030; in the data active = inhibition above about 12%;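 note: 0% = vehicle wells of infected cells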
# PfHsp90 set2 – reduces growth (ATP signal) of yeast expressing P. falciparum Hsp90. S. cerevisiae expressing PfHsp90, BacTiter-Glo ATP, 48 h; yeast lacking PDR1 and PDR3 efflux regulators. hit rate 0.32% among 310,000. AID 504621. inhibition, % at 9.4 µM;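 active = every replicate shows inhibition above about 80%, whatever the replicate mean, limit read from the data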;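 note: 0% = DMSO neutral controls and 100% = 20 µM radicicol positive controls; yeast relying on Plasmodium falciparum Hsp90 in place of its own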
# MOR-DOR inv ag – inverse agonist of human OPRM1-OPRD1 heterodimerization; hit rate 0.21% among 340,000; inhibition, % at 9.3 µM; cell-based MOR-DOR heterodimer luminescence, inverse agonism; P35372+P41143; in the data active = inhibition above about 22%, passing the limit was not always enough;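 note: 0% = cells with DMSO and 100% = wells without cells with DMSO; values of inactives mirror those of a sister screen read the other way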
# HTR5A inv ctr – counter-screen for OPRM1-OPRD1 inverse agonists: human HTR5A inverse agonism; P47898; HTR5A cell line, luminescence; inhibition, % at 9.3 µM; hit rate 0.083% among 340,000; in the data active = inhibition mostly above about 23%, no sharp cut-off; inactive = mostly below about 18%;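 note: 0% = cells with DMSO and 100% = no-cell wells with DMSO; some compounds called inactive have numbers as strong as hits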
# Target sequence (P47898 whole entry, looked up): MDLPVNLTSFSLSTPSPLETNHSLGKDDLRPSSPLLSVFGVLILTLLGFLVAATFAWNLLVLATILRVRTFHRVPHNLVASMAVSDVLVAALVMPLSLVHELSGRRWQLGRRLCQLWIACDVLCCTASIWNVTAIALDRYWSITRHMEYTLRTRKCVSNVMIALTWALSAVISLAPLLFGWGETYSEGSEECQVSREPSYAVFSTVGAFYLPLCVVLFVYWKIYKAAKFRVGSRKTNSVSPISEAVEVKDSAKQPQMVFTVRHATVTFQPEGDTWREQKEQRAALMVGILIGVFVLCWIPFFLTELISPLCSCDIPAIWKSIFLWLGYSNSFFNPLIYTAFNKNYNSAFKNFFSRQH
# HTR5A ag ctr – activates human HTR5A in OPRM1-OPRD1 agonist counter-screen | P47898 | HTR5A agonist assay, luminescence, cell-based | activation, % at 9.3 µM | hit rate 0.61% among 340,000; in the data active = activation mostly above about 9.5%, no sharp cut-off; inactive = mostly below about 7.6%;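 note: 0% = cells with vehicle only and 100% = reference agonist; strong numbers were not always called active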
# phage Ecoli inh – E. coli growth loss with phage present; hit rate 0.26% among 360,000; inhibition, % at 11.9 µM; growth absorbance; in the data active = inhibition above about 11%
# * marks the source's active call; other numbers are inactive results; . = not tested or not shown.
SMILES,SUMO Mot1 rescue,Pemphigus Ab inh,PKA-R1A act,Ecoli viability,MOR-DOR ag,AddAB inh,PfHsp90 set2,MOR-DOR inv ag,HTR5A inv ctr,HTR5A ag ctr,phage Ecoli inh
CCN(CC)Cc1c(O)ccc2c([N+](=O)[O-])c(C)n(-c3ccc(OC)cc3)c12,5,102,-5,0.0,-1.1,5.1,6,5,-20,-1,1.6
CCOC(=O)c1ccc(NC(=O)CSc2nnnn2C2CCCCC2)cc1,25,87,3,-1.7,-1.3,-1.4,-35,7,-14,4,2.8
CCSC1=N/C(=C\c2ccccc2)C(=O)N1,-1,92,1,-2.9,0.1,1.8,9,-1,-18,-1,2.3
COc1ccc(NC(C)=O)cc1S(=O)(=O)NCCc1ccccn1,4,100,-7,-1.9,-3.5,0.2,10,18,-2,1,2.1
COc1ccc(OC)c(S(=O)(=O)Nc2c(C)n(C)n(-c3ccccc3)c2=O)c1,-7,110,0,1.4,-3.6,3.0,-7,18,7,-2,-1.6
Cc1csc2ncc(C(=O)Nc3cccc(C(F)(F)F)c3)c(=O)n12,4,96,-1,1.5,-3.7,1.4,-5,21,-4,2,1.1
CCCCn1c(N)c(N(CCOC)C(=O)c2oc3ccc(Br)cc3c2C)c(=O)[nH]c1=O,.,98,-7,.,-3.5,.,-16,17,6,9,1.5
O=c1ccc2cc(S(=O)(=O)N3CCN(c4ccc(Cl)cc4)CC3)ccc2o1,-16,89,-3,-0.1,1.6,2.6,20,-13,1,0,0.9
O=C(CN1C(=O)NC2(CCCC2)C1=O)OCc1cc(=O)n2cc(Br)ccc2n1,10,65*,7,2.2,0.1,-0.9,14,0,-4,5,0.4
Cc1ccc(NC2CCCN(C(=O)CSc3ccncc3)C2)cc1C (stereo not given),39,121,6,.,-2.4,.,20,14,-24,7,0.4
CCN(CC(=O)Nc1ccccc1OC)CC(=O)Nc1sccc1C#N,12,113,-7,-1.3,-2.8,-0.7,0,13,8,-3,1.1
O=C(NCc1cccnc1)C(=O)Nc1nc(C23CC4CC(CC(C4)C2)C3)cs1,93,112,-5,-2.9,1.5,-1.3,-1,-8,-29,10,-1.8
OC1CCCN(c2c3c(nc4cc(-c5cccc(F)c5)nn24)CCCC3)C1 (stereo not given),4,85,-5,-3.1,-3.6,1.0,36,18,0,-1,6.5
CN1C(=O)C(O)(CC(=O)c2cccs2)c2ccccc21 (stereo not given),-5,92,-1,-3.7,-3.2,1.7,7,15,-4,-3,6.4
CC(C)(C)NC(=O)C(c1ccc(O)cc1)N(C(=O)Cn1nnc(-c2ccc(F)cc2)n1)c1ccccc1F (stereo not given),.,103,-21,-1.2,0.1,-2.4,-3,0,-3,1,3.1
N#CCCn1cc(C(=O)O)c(-c2ccc3ccccc3c2)n1,0,111,-8,-1.1,-2.2,0.7,-7,11,10,-3,1.9
COCC1CCCN(C(=O)c2ccc(OC3CCN(Cc4ccccn4)CC3)cc2)C1 (stereo not given),68,101,-1,0.1,-3.4,0.5,-46,19,-14,5,-0.3
CCCCNC(=O)CSc1nnc(NC(C)=O)s1,102,100,-2,-0.5,-3.3,-1.1,22,16,1,0,0.3
COc1ccc(N(C)C(=O)c2ccc3nc(-c4ccccc4)c(-c4ccccc4)nc3c2)cc1,-1,95,-15,-1.2,-0.1,0.0,-6,1,-18,7,3.0
COc1cc(Cl)ccc1OCc1cc(C(=O)N[C@H]2CCCCNC2=O)no1,-20,109,-6,1.1,-0.6,1.9,-23,3,12,1,3.3
CCC1CCCCN1C(=O)CCCOc1ccccc1 (stereo not given),239,112,-7,0.3,0.1,3.5,.,0,13,-6,1.0
CC(=O)NCc1ccc(C(=O)CN2C(=O)NC3(CCCCC3C)C2=O)s1 (stereo not given),.,99,-5,.,-0.1,.,.,0,-8,5,-1.2
C=CCSc1[nH]c(=O)cc(C)c1C(N)=O,-2,101,-13,-0.8,-1.9,-2.5,-31,10,10,-4,2.7
CC(C)Oc1ccc(CN2CCC(n3nccc3NC(=O)C3CC3)CC2)cc1,6,100,12,0.8,-3.3,2.1,11,18,12,5,-0.2
Cc1ccc(C(=O)N2CCN(S(=O)(=O)c3ccccc3[N+](=O)[O-])CC2)o1,44,97,-1,-2.6,-2.2,3.2,26,11,-7,-2,-0.3

# (more compounds)
SMILES,SUMO Mot1 rescue,Pemphigus Ab inh,PKA-R1A act,Ecoli viability,MOR-DOR ag,AddAB inh,PfHsp90 set2,MOR-DOR inv ag,HTR5A inv ctr,HTR5A ag ctr,phage Ecoli inh
CCC1(CC)NC(=O)N(CC(=O)N2CCN(S(=O)(=O)c3cccc(F)c3)CC2)C1=O,-10,106,1,-2.1,-3.5,-0.4,6,19,0,3,2.7
O=C(OCC(=O)c1ccc(Cl)s1)c1cncc(Br)c1,6,.,-10,2.2,-3.1,1.3,-37,13,-11,4,5.6
COc1ccc(Cl)cc1NC(=O)Nc1ccccc1C(N)=O,9,87,-3,-0.3,-1.1,0.2,0,7,-18,5,2.0
COc1ccc(-c2nnc(SCC(=O)N/N=C/c3ccccc3C(=O)O)n2-c2ccccc2)cc1,-9,103,-5,2.4,0.7,1.3,15,-3,6,-2,2.0
CC(=O)Nc1ccc(OCC(O)CN2CCCCC2C)cc1 (stereo not given),3,98,4,0.5,0.0,2.0,7,0,9,-2,0.0
O=c1[nH]nc(-c2n[nH]c(=O)o2)o1,.,96,-8,.,-1.8,.,-12,9,5,-1,1.6
Cc1nn(Cc2ccc([N+](=O)[O-])cc2)c(=O)n1-c1cccc(F)c1,-20,95,-9,-1.9,-0.7,0.2,3,3,-21,-1,2.6
COc1ccc(CC(=O)NCc2ccccc2)cc1OC,7,114,-16,.,-3.3,.,18,17,8,6,2.1
O=C(CNC(=O)c1ccc(F)cc1)NCc1ccc(Cl)cc1,-2,90,0,-1.0,-1.8,0.1,10,9,-12,3,2.1
Cc1ccc(NCc2nnc(SC(C)C(=O)N/N=C/c3ccc(C)o3)n2-c2ccccc2)cc1 (stereo not given),.,99,-6,-1.4,0.7,-0.5,-9,-3,-32,-1,1.0
CCOC(=O)N1CCN(C(=O)CN(c2ccccc2OC)S(=O)(=O)c2ccc(C)cc2)CC1,5,97,-13,0.4,-1.2,0.4,-1,7,5,3,0.1
COc1cc(C2C(C#N)=C(N)OC3=C2C(=O)CC(C)(C)C3)ccc1OC(=O)N1CCOCC1 (stereo not given),1,102,-4,0.2,-3.0,1.1,-12,17,5,-2,0.5
O=c1c2c(nc3n1CCCCC3)sc1c(O)c(Br)ccc12,6,91,-2,-0.2,-2.1,0.3,.,12,-14,8,1.9
Oc1c(Br)cc(Cl)cc1C=Nc1ccccc1Br,634*,97,-5,0.0,-0.6,4.4,0,3,-10,3,3.9
COc1ccc(O)c(/C=C(\C#N)C(=O)Nc2cccnc2)c1,92,95,0,-1.7,-1.9,4.0,-25,10,10,1,4.0
Cc1cccc(C)c1OCCCN1CCCC1,-16,106,-1,3.0,-1.0,1.9,-11,6,-39,1,1.1
COC(=O)C1Sc2[nH]c(=O)sc2C(c2ccc(Cl)cc2)C1C(=O)OC (stereo not given),-6,101,2,-0.8,-1.4,-2.1,-4,7,-43,16,1.8
Cc1cccc(CN2C[C@]34CC[C@@H](C[C@@H]3S2(=O)=O)O4)c1,6,100,7,0.2,-2.5,2.4,20,14,-18,6,2.2
COc1cc(C(C)=O)ccc1OC(=O)C(C)N1C(=O)c2ccccc2C1=O (stereo not given),-7,101,7,-1.5,-2.2,1.3,-6,13,-22,9,0.7
CC1CC(=O)N(CC(=O)N2CCCC2)c2ccccc2S1 (stereo not given),-18,102,-2,-0.5,-2.4,2.9,-23,13,-12,-1,.
CCOc1ccc(Nc2nc(N3CCCCC3)nc(N3CCCCC3)n2)cc1,7,109,-1,0.4,-2.1,0.3,-28,12,2,-1,-1.6
CC(C)c1ccc(S(=O)(=O)N2CCC(C(=O)NCC3(N(C)C)CCCCC3)CC2)cc1,-17,.,6,-0.4,-0.2,-1.8,9,1,-20,2,1.3
COc1nc(Nc2nc3ccccc3c(=O)[nH]2)nc2ccc(C)cc12,6,97,-12,-4.1,-1.9,-1.7,-4,9,-15,5,2.5
O=C(c1cnn2c(C(F)F)cc(C3CC3)nc12)N1CCOCC1,22,.,-8,-1.0,-2.5,2.1,-6,11,16,0,-0.2
CCCC(c1nnnn1CC1CCCO1)N1CCN(c2nc3ccccc3s2)CC1 (stereo not given),0,96,-11,-1.6,-0.1,0.6,-1,1,-6,2,0.9

# Continued.
SMILES,SUMO Mot1 rescue,Pemphigus Ab inh,PKA-R1A act,Ecoli viability,MOR-DOR ag,AddAB inh,PfHsp90 set2,MOR-DOR inv ag,HTR5A inv ctr,HTR5A ag ctr,phage Ecoli inh
CCN1CNC(=S)N(c2ccccc2C)C1,-32,103,-2,1.7,-1.8,1.4,-8,9,-5,-1,1.3
O=C(NCCc1c[nH]c2ccccc12)C(F)(F)F,487,126,-1,-0.4,-2.3,1.1,24,11,-73,14*,4.7
O=C(NCc1cccs1)C12CC3CC(CC(C3)C1)C2,28,99,9,-0.3,-1.6,4.0,-37,8,1,0,0.9
O=C(O)CN1C(=O)/C(=C\C(Br)=C\c2ccccc2)SC1=S,96,99,12,-2.0,-0.7,0.2,-8,3,-4,1,-2.0
O=C1N[C@@H](Cc2c[nH]c3ccccc23)COC(=O)[C@@H](Cc2ccc(F)cc2)C/C=C\C[C@H]1CC(=O)N(CCO)Cc1ccccc1,-14,.,-3,-1.1,-0.7,4.7,-17,4,-21,-1,1.8
Nn1c(SCc2ccc(F)cc2)nnc1-c1ccncc1,-2,98,.,1.5,.,0.9,-1,.,.,.,2.3
CCOc1cc(/C=C/C(=O)c2ccc(C)cc2)ccc1OCC(=O)N(C)C,8,94,-4,0.7,-4.6,3.5,-30,25,18,-1,3.6
COC(=O)C1=C(C)NC(C)=C(C(=O)OC)C1C(=O)OCC(=O)c1ccc(F)cc1,0,105,0,-0.3,-0.9,5.1,-4,4,38,5,1.6
Cc1ccc(-n2cc(CNCCN3CCOC3=O)c(-c3ccc(F)cc3)n2)cc1,-14,113,5,-1.2,-1.8,-0.4,.,9,2,4,2.1
COC(=O)C1=C(C)NC(=O)C1(Nc1ccc(Cl)cn1)C(F)(F)F (stereo not given),-3,82,4,-3.0,-0.2,-2.0,-16,1,0,1,0.2
COC(=O)C1(Cc2ccc(O)c(CC3OC3(C)C)c2)OC(=O)C(O)=C1c1ccc(O)cc1 (stereo not given),-32,100,0,2.2,-2.1,2.0,-19,12,-9,2,0.9

# From PubChem
